Compound activity as filed in PubChem BioAssay.
NPY-Y2 antag: NPY-Y2 receptor antagonists, primary screen, cell-based | Neuropeptide Y receptor type 2 (Homo sapiens), P49146 | NPY-Y2 expressing cells, antagonist mode | inhibition, % at 2.7 µM | 140,000 tested, 0.99% active | AID 793, 2007; in the data active = inhibition above about 17%;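 also: 0% = vehicle with agonist challenge and 100% = reference antagonist with challenge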
Target sequence (P49146 whole entry, looked up): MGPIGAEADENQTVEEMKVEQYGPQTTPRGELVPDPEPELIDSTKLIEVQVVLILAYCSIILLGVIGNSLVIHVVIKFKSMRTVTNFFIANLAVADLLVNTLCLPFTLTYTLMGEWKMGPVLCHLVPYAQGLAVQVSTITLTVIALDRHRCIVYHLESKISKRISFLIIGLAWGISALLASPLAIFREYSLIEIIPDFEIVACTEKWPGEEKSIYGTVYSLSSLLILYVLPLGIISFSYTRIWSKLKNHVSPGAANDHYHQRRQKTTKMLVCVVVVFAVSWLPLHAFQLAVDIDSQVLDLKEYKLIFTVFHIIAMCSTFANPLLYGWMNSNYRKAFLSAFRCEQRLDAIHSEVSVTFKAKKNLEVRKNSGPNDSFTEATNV
Phagocytosis inh: inhibitors of macrophage phagocytosis, primary screen, imaging, J774A.1 cells, IgG beads | J774A.1 macrophage IgG-bead phagocytosis | inhibition, % at 5 µM | 110,000 tested, 0.07% active;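 active = inhibition above the mean of the plate negative controls plus 5 SD, cut at about 13% in these data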;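 also: phagocytic index as fraction of beads internalized from green versus red external bead signal; plate controls were DMSO negative control for no effect and cytochalasin-D positive control for full effect; some results beyond the cut were filed as inactive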
Measles CPE: compounds protecting cells from measles virus cytopathic effect, primary screen, measles RdRp inhibitor project, single point, MLSMR library, absorbance; Measles virus-infected cells, CPE protection; protection (pct of control), % at 4 µM; 140,000 tested, 1.5% active; AID 841, 2007; in the data active = protection mostly above about 24%, no sharp cut-off; inactive = mostly below about 26%; also: some compounds called inactive have numbers as strong as hits
Yeast growth inh: growth inhibitors of yeast BB579 in restrictive medium, primary screen, yeast lifespan-shortening project, S. cerevisiae; inhibition, % at 10 µM; 140,000 tested, 0.51% active; OD615, 48 h;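 active = inhibition above a set limit, 3 SD over the mean compound inhibition, cut at about 44% in these data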; also: inactives centre near -24
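controls = amphotericin B 10 µg/mL, positive | assay system = DeaD yeast strain BB579 | schedule = 48 h compound exposure at 30 °C after 4 h preincubation | detection = OD615 turbidity measurement | medium = restrictive CSMM-D medium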
MRP-1 activ: H69AR viability gain despite doxorubicin, primary screen, MRP-1 activator project, H69AR cells, CellTiter-Glo; viability rescue; viability increase, % at 10 µM; 140,000 tested, 0.61% active; AID 799, 2007;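 active = viability gain under doxorubicin at or above a set limit, the compound median plus 3 SD, cut at about 4.7% in these data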;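 also: MRP-1 overexpressing cells given doxorubicin 25 µM after compound pretreatment; 18-22 h compound pretreatment then 72 h with doxorubicin before readout; 0% = doxorubicin-only wells and 100% = vehicle-treated cells without doxorubicin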
HCT116 PTEN-null: growth suppression of PTEN-null HCT116, primary screen, cell-based, CellTiter-Glo; HCT116 PTEN-null viability, 60 h; stronger effect = lower value; viability, % at 10 µM; 140,000 tested, 1.2% active;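 active = viability at or below a set limit, 4 SD under the median of all tested compounds, cut at about 3.7% in these data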;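 also: PTEN knockout HCT116 line with beta catenin targeted HCT116 as companion control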
E-sel TNF inh: E-selectin induction blockers in HUVEC – imaging, immunofluorescence, high content, primary screen | HUVEC TNFa-induced E-selectin immunofluorescence | inhibition, % at 2 µM | 120,000 tested, 0.71% active | AID 1246, 2008;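 active = inhibition above the batch mean plus 3 SD, and confirmed as a hit on visual image review, cut at about 43% in these data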;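 also: 0% = TNF-stimulated DMSO wells and 100% = unstimulated control wells; not every result past the cut was called active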
Yeast lifespan up: compounds extending yeast replicative lifespan, primary screen, S. cerevisiae, OD615; S. cerevisiae growth with nicotinamide; deaD strain in restrictive glucose medium; inhibition of the nicotinamide effect, % at 10 µM; 130,000 tested, 0.68% active;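 active = inhibition above a set limit, placed 3 SD over the median of all compounds, cut at about 26% in these data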;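 also: 0% = nicotinamide-treated wells and 100% = cells grown without nicotinamide; some compounds called inactive have numbers as strong as hits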
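Assay system: engineered S. cerevisiae DeaD replicative-lifespan strain, galactose-grown log-phase cells; medium: restrictive CSMM-D dextrose medium; also added: nicotinamide, 1.5 mM, co-present with compound; schedule: 48 h compound exposure at 30 °C, humidified; detection: absorbance at 615 nm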
bCat KO growth: primary screen for growth suppressors in beta-catenin knockout HCT116 cells (colon tumor, human); HCT116 beta-catenin knockout viability, CellTiter-Glo, 60 h; stronger effect = lower value; AID 818, 2007; viability, % at 10 µM; 140,000 tested, 1.5% active;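 active = viability at or under a set limit, the compound median less 4 SD, cut at about 6% in these data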;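 also: 0% = Hyamine 1622 control at 20 µM and 100% = untreated cell control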
GALR2 blocker: GALR2 antagonists in receptor-expressing cells, primary screen; Galanin receptor type 2 (Homo sapiens), O43603; antagonist mode; inhibition, % at 4 µM; 140,000 tested, 0.39% active; in the data active = inhibition above about 27%;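 also: cells stimulated with galanin 1-16 at roughly its EC80; 0% = agonist challenge control and 100% = basal control without agonist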
Target sequence (O43603 whole entry, looked up): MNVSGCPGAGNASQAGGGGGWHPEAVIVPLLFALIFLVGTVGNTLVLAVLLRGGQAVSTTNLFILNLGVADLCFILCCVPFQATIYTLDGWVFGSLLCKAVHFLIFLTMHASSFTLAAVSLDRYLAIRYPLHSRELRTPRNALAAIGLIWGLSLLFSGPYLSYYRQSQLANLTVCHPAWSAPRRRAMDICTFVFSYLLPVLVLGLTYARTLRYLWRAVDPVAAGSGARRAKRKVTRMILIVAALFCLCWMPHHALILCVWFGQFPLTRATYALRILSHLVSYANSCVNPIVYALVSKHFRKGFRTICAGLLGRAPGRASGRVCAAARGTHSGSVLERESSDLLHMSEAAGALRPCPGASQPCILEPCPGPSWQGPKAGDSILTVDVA
Starred values were filed as active, the others as inactive; . = no result given.

SMILES	NPY-Y2 antag	Phagocytosis inh	Measles CPE	Yeast growth inh	MRP-1 activ	HCT116 PTEN-null	E-sel TNF inh	Yeast lifespan up	bCat KO growth	GALR2 blocker
CCCOP(=O)(c1ccc(N(C)C)cc1)C(O)c1ccncc1 (stereo not given)	-1	-2	21	1	-0.9	101	2	-5	77	-2
FC(F)(F)c1cccc(Cn2nnnc2-c2cc(Cl)cc(Cl)c2)c1	8	.	3	-58	-4.5	73	3	-1	71	9
COC(=O)CCCCCN1C(=O)NC(c2ccccc2)C(C(=O)OCc2ccccc2)=C1C (stereo not given)	3	.	10	-55	-2.1	55	.	7	62	-3
O=C(O)c1ccnc(Cl)c1	1	-6	25*	-11	-2.6	99	.	1	87	0
Cc1cc(C(=O)Oc2ccccc2C(=O)O)c(C)o1	3	-1	7	-24	-1.4	104	-48	12	96	10
Fc1ccccc1CSc1ncn[nH]1	3	.	12	4	2.4	98	9	.	90	-9
O=C(C[n+]1ccccc1)Nc1cc(C(F)(F)F)ccc1Cl	0	-9	10	-13	-2.0	87	.	6	91	6
CCn1cc(C(=O)NCc2ccc(C)o2)c2cc(OC)c(OC)cc2c1=O	4	-4	18	-7	-4.6	83	.	-5	84	-9
CN(c1ccc(C(=O)N2CCOCC2)cc1[N+](=O)[O-])C1CCCCC1	5	-1	20	9	-2.5	75	-29	-9	78	-8
COC(=O)c1cc(CNC(=O)c2ccc(O)c(Cl)c2)ccc1OC	-2	-2	11	18	0.1	105	.	4	99	1
CCCC(=O)N1CCN(c2ccc(NC(=O)c3ccco3)cc2)CC1	3	-2	2	-1	-3.0	100	6	-25	96	-8
COc1ccc(NC(=O)CNS(=O)(=O)c2ccccc2)cc1Cl	1	-1	4	0	-2.1	85	-16	-27	92	6
CCCC(=O)NC(=S)Nc1ccc(NC(=O)c2cccs2)cc1	1	0	20	-17	-1.1	100	8	-13	104	12
CCC(=O)c1ccc(OCCSc2ncccn2)cc1	6	.	16	3	1.3	100	3	-13	109	-12
c1ccc(-c2nnc(-c3ccccc3)o2)cc1	5	.	1	-5	-3.5	90	.	-34	97	-1
CSC1=NCCN1C(=O)COc1ccccc1	0	0	27	8	2.9	97	.	-9	99	-8
CCN1CCc2c(OCC(=O)N3N=C(c4cccs4)CC3c3ccc(F)cc3)cccc2C1=O (stereo not given)	4	-1	11	-12	-3.0	97	5	-6	94	8
Cc1ccc(C)c(NC(=S)c2ccccn2)c1	4	.	13	20	-5.8	3.8*	11	-30	2.7*	5
Cn1ncc2c(NNC(=O)Cc3cccc4ccccc34)ncnc21	-1	-4	26*	-8	-2.3	95	.	-6	87	1
CCCCCCc1cc2cc(S(=O)(=O)c3ccc(Cl)cc3)c(=O)oc2cc1O	9	.	20	-38	-5.0	77	-3	-4	84	-10
N#Cc1ccc(NC(=O)CCc2nc3ccccc3s2)cc1	0	-13	9	-13	-2.6	91	.	2	87	-7
CC(=O)Nc1ccc(Sc2ncnc3scc(-c4ccccc4)c23)cc1	3	-6	4	-9	-3.5	80	.	1	87	0
COc1ccc(C2CC(=O)C=C(NCC3CCCO3)C2)cc1 (stereo not given)	0	1	4	-4	-1.0	84	5	-7	97	8
C1=CC2CC1CC2CNCc1ccco1 (stereo not given)	3	-3	16	-9	-1.7	98	7	-13	97	-6
CCOC(=O)C1CCCN(C(=O)c2ccccc2NC(C)=O)C1 (stereo not given)	0	0	1	-8	-0.5	108	-15	-10	91	-1
O=C(O)CSCc1ccc(C(=O)O)o1	0	0	10	-51	-1.0	104	-3	-2	96	-1
O=c1[nH]c(-c2ccccc2O)nc2c1CCCC2	6	-1	4	-30	-1.3	95	.	-1	91	7
Cc1cc(C)cc(OCC(=O)NNC(=O)CCC(=O)NCc2ccccc2)c1	3	.	12	0	1.1	104	.	.	97	-8
CCn1c(C)[n+](CCOCC[n+]2c(C)n(CC)c3cc(Cl)c(Cl)cc32)c2cc(Cl)c(Cl)cc21	-2	-1	14	-44	-2.8	107	-16	-1	103	4
CCOc1ccc(/C=N/Nc2nc(N3CCCC3)nc(N3CCCC3)n2)cc1OC	-2	.	4	-14	-1.7	79	-5	-11	74	8
CCc1nnc(NC(=O)C2CCCN(S(=O)(=O)c3ccccc3)C2)s1 (stereo not given)	1	.	16	-59	0.5	104	6	-1	97	3
COc1ccccc1-c1nc(C#N)c(NCc2ccc(F)cc2)o1	7	-1	8	-65	0.8	86	.	-24	92	-4
CCC(C)(c1nnnn1-c1c(C)cccc1C)N(N=O)c1cccc(C(F)(F)F)c1 (stereo not given)	7	-2	35	-1	-3.2	61	0	3	58	-2
CCOc1cccc(C(=O)Nc2cc(-c3nn4c(C)nnc4s3)ccc2C)c1	4	0	9	-30	-2.6	87	.	-1	77	22
COC(=O)CSc1nc(-c2ccc(F)cc2)cc(C(F)(F)F)n1	9	.	20	-15	-0.9	101	-34	.	99	-11
Cc1ccc(-c2nnc(SCC(=O)N3CCCC3)o2)cc1C	6	1	15	-14	0.8	96	.	-9	95	-4
COc1cc(NC(=S)Nc2ccc(S(=O)(=O)N3CCOCC3)cc2)cc(OC)c1OC	0	1	3	3	-0.1	91	-38	26	91	-3
O=C(NCc1ccccc1Cl)c1cnccn1	0	-1	14	-12	-2.7	97	1	-25	87	7
CCOC(=O)c1ccc(NC(=S)N2CCC(C(N)=O)CC2)cc1	3	.	4	-9	1.4	96	-10	-3	91	6
COc1ccc(Oc2c(C=O)c3ccccc3n2C)cc1	11	.	25	-21	-6.1	78	.	-22	88	4

The final two entries of the section above are carried over, then new ones follow:
SMILES	NPY-Y2 antag	Phagocytosis inh	Measles CPE	Yeast growth inh	MRP-1 activ	HCT116 PTEN-null	E-sel TNF inh	Yeast lifespan up	bCat KO growth	GALR2 blocker
CCOC(=O)c1ccc(NC(=S)N2CCC(C(N)=O)CC2)cc1	3	.	4	-9	1.4	96	-10	-3	91	6
COc1ccc(Oc2c(C=O)c3ccccc3n2C)cc1	11	.	25	-21	-6.1	78	.	-22	88	4
N#C/C(=C(/O)COC(=O)c1ccc(Cl)c(S(=O)(=O)N2CCOCC2)c1)c1nc2ccccc2[nH]1	0	-13	10	-20	-2.9	15	.	1	20	-7
O=C(Nc1cccc(-c2nnc(-c3ccccc3)o2)c1)c1ccc(Br)o1	7	0	10	-32	-1.3	78	-2	-6	82	7
CCOc1cc(CNCc2cccs2)cc(Br)c1OCC	8	.	5	-14	-0.7	78	-42	4	73	-5
Cn1c(=O)c2ncn(CC(=O)NCCC3=CCCCC3)c2n(C)c1=O	2	.	9	-17	-3.0	86	-32	-9	95	-5
CCOc1ccc(C(=O)C2CCN(CC(=O)Nc3ccccc3N3CCOCC3)CC2)cc1	-1	1	24	-9	2.1	45	2	-14	35	-2
CC1(C)CC(=O)C2=C(C1)N(c1ccccc1)C(=O)CC2c1ccsc1 (stereo not given)	1	.	11	8	-2.2	86	0	0	93	-8
CC(C)(C)C(=O)Nc1cccc(C(=O)Nc2cc(C(=O)O)cc(C(=O)O)c2)c1	1	-5	7	3	2.2	94	.	0	95	7
CCCC(c1nnnn1CCOC)N1CCN(c2cccc(OC)c2)CC1 (stereo not given)	5	-1	8	-45	0.4	94	-2	-2	97	1
CC(OC(=O)c1snc(C(=O)NC2CCCCC2)c1N)C(=O)NC1CCCCC1 (stereo not given)	1	.	19	-11	-2.6	82	5	.	88	9
O=C(c1ccncc1)N(Cc1cc2ccccc2[nH]c1=O)C1CCCCC1	2	0	6	-6	-2.8	19	.	-5	14	3
CC(C)Nc1nnc(SCC(=O)Nc2ccc(F)cc2)s1	3	0	7	-18	-0.2	91	.	-13	95	1
NC(=O)c1sc2nc3c(c(-c4ccccc4)c2c1N)CCC3	0	.	4	-22	-5.1	50	1	.	62	5
Cc1nc(-n2nnc3cc(C)c(C)cc32)c2c3c(sc2n1)CCCC3	5	.	21	-20	-2.5	83	21	-18	80	0
Cc1ccccc1OCCNc1cc(N2CCN(CCO)CC2)ccc1[N+](=O)[O-]	2	-6	9	0	-6.2	20	.	-6	28	13
N#CC1=C2SCN(c3ccccc3)CN2C(=O)CC1c1c(Cl)cccc1Cl (stereo not given)	1	0	19	7	-5.4	28	.	-2	29	-3
COc1ccc(/C=C/C(=O)NC(=S)NN2CCCCC2c2cccnc2)cc1OC (stereo not given)	3	-5	14	2	0.0	99	.	-4	99	7
NC(=O)OCC(COC(N)=O)c1ccccc1	3	.	7	-26	-2.3	106	-28	4	96	14
CC1CCCCC1NC(=O)C1Cc2ccccc2CN1S(C)(=O)=O (stereo not given)	1	3	15	-27	-2.3	95	21	-2	98	-4
CC(C)c1nnc(SCc2ccc(CSc3nnc(C(C)C)n3N)cc2)n1N	1	1	5	-51	1.1	101	-14	-10	106	9
O=C(CN1CCCCC1)N1c2ccccc2CCc2ccccc21	3	0	14	-18	-0.8	102	-2	-7	98	-6
c1ccc(CN2CCOCC2)cc1	2	0	5	-50	-0.2	114	-7	-11	103	-11
O=S(=O)(N/N=C/c1ccc(Cl)cc1)c1ccc(Cc2ncc(C(F)(F)F)cc2Cl)s1	6	0	20	-18	-1.8	105	-27	-3	87	-15
CCCC(=O)NC(Nc1ccccc1F)C(Cl)(Cl)Cl (stereo not given)	2	.	7	-23	-3.4	77	1	-1	84	12
CCOc1cc(/C=N/NC(=O)c2cc(C)[nH]n2)ccc1OC(=O)c1ccc([N+](=O)[O-])cc1	1	1	-1	-28	-2.9	94	8	-10	94	-6
CCCCNC(=O)C(Sc1ccccc1)c1ccccc1 (stereo not given)	4	6	8	-30	-1.6	89	.	14	93	19
CSCC[C@H](NC(=O)Nc1ccc(C)cc1)C(=O)O	4	-1	3	2	-1.8	92	-9	3	92	6
CC(=O)N/C(=C/c1ccc2c(c1)OCO2)C(=O)Nc1ccccc1	6	-11	6	-8	0.1	92	.	-1	99	8
Cn1c(C(=O)NCC2CCCO2)cc2c(=O)n3ccccc3nc21 (stereo not given)	2	.	6	-10	1.4	98	.	-24	89	-6
CCOC(=O)N/N=C/c1cc(C)n(-c2cccc3ccccc23)c1C	2	0	8	2	-2.1	80	.	-1	82	0
NNC(=O)c1cccc(COc2ccc3c(c2)CCC3)c1	0	-3	4	51*	-1.0	86	1	-5	78	-8
O=C(CC1SC(=NCCc2ccccc2)N(/N=C/c2cccs2)C1=O)Nc1ccc(Cl)cc1 (stereo not given)	-1	-4	4	-15	-5.2	48	-6	-4	59	-10
O=C(O)Cc1ccc2ocnc2c1	1	.	2	-26	-2.1	98	8	-6	92	2
CCC1SC2=NCN(c3ccccc3)CN2C1=O (stereo not given)	2	.	6	-22	-2.7	93	-1	-11	91	1
